PfHsp90 set2 = growth inhibition of PfHsp90-expressing yeast, primary screen, antimalarial PfHsp90 inhibitor project, S. cerevisiae, BacTiter-Glo luminescence, single point, set 2 | BacTiter-Glo ATP, 48 h; yeast lacking PDR1 and PDR3 efflux regulators | inhibition, % at 9.4 µM | 310,000 tested, 0.32% active | AID 504621, 2011;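 active = every replicate shows inhibition above about 80%, whatever the replicate mean, limit read from the data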;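 also: 0% = DMSO neutral controls and 100% = 20 µM radicicol positive controls; yeast relying on Plasmodium falciparum Hsp90 in place of its own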
Arr AP2 block = inhibitors of beta-arrestin/AP2 binding, primary screen, biochemical, GPCR trafficking, flow cytometry | inhibition, % at 10 µM | beta-arrestin 1 C-terminal peptide binding to AP2 beta2-adaptin appendage (human) | FITC-arrestin peptide / GST-AP2 beads; AP2 beta2 appendage carries R879A mutation | AID 504490, 2011 | 340,000 tested, 0.31% active;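 active = inhibition above a set limit, near 3 SD of compounds lacking own fluorescence, cut at about 54% in these data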;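 also: plate controls were DMSO wells for no effect and 5 µM unlabelled arrestin peptide for full effect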
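Measured by: flow cytometry, FL1 (488/535 nm); Material: AP2 appendage R879A on GSH beads; Evaluation: percent response; Timing: pre-incubation 12 min, peptide binding 1 h, room temperature; Also added: 50 nM FITC-arrestin peptide; Medium: PBS with 0.05% Tween 20 and 0.1% BSA.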
Mot1-301 SUMO = yeast Mot1-301 growth rescue at high temperature, primary screen, SUMOylation pathway inhibitor project, S. cerevisiae, ATP luminescence, 38.5C. S. cerevisiae Mot1-301 growth rescue; percent above DMSO median, 100 means doubled. growth rescue, % at 18.8 µM. 320,000 tested, 1% active;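 active = every valid replicate shows activation above 250% relative to neutral control wells; inactive = the rest, any valid replicate at or below 250%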;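 also: OY570 slx delta 5 strain wells were the positive control but not used for scaling; some compounds called inactive have numbers as strong as hits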
PKA-R1A activ = activators of PKA-R1A holoenzyme, primary screen, biochemical, fluorescence polarization, Cy5-IP20, bovine R1A, mouse PKAc; PKA-R1A dissociation; scaled: DMSO 0%, 113 µM cGMP 100%; activation, % at 11.4 µM; AID 504707, 2011; 340,000 tested, 0.083% active; cAMP-dependent protein kinase type I-alpha regulatory subunit (Bos taurus) + …;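 active = percent activation above the mean of all tested compounds plus 3 SD, cut at about 19% in these data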;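 also: higher means more PKAc released from R1A so a rise in polarization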
OPRM1-OPRD1 ag = agonists of OPRM1-OPRD1 heterodimerization, primary screen, cell-based, luminescence. cells. activation, % at 9.3 µM. 340,000 tested, 0.3% active. AID 504326, 2011; in the data active = activation above about 18%;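 also: 0% = vehicle-treated cells and 100% = reference agonist; values of inactives mirror those of a sister screen read the other way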
Target sequence (P35372 whole entry, looked up): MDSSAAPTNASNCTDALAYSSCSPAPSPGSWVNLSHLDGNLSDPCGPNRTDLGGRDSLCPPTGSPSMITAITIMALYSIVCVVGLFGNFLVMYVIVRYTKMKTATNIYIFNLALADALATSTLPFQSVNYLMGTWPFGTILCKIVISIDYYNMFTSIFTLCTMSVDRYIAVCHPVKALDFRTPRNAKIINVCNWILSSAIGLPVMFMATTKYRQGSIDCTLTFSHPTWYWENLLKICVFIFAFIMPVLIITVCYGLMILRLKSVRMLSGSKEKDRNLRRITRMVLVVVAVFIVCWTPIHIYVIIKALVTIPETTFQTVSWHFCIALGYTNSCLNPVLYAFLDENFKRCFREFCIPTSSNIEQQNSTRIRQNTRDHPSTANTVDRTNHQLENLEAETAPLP
Target sequence (P41143 whole entry, looked up): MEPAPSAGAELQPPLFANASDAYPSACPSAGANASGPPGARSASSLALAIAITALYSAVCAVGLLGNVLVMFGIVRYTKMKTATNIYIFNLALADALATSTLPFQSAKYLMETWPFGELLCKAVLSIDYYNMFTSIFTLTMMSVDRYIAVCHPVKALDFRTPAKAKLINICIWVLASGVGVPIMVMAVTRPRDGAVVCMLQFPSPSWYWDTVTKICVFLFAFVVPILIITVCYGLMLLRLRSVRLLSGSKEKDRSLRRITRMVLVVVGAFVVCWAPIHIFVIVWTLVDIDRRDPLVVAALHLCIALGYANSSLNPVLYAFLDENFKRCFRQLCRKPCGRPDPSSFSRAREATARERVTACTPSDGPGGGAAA
Tat transport = E. coli Tat export inhibitors, primary screen, MC4100, TorA-mCherry reporter, fluorescence, single point; inhibition, % at 10 µM; AID 488895, 2010; 340,000 tested, 0.036% active;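 active = mean replicate inhibition at least 50% and at least half of replicates individually reaching 50%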;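 also: exported cargo escapes ClpAP degradation while cytoplasmic cargo is degraded and loses fluorescence; 0% = median of neutral control wells and 100% = median of NaSCN control wells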
MOR-DOR inv ag = inverse agonists of MOR-DOR heterodimerization, primary screen, cell-based, luminescence | Mu-type opioid receptor (Homo sapiens) + Delta-type opioid receptor (Homo sapiens), … | cell-based MOR-DOR heterodimer luminescence, inverse agonism | inhibition, % at 9.3 µM | 340,000 tested, 0.21% active | AID 504357, 2011; in the data active = inhibition above about 22%, passing the limit was not always enough;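 also: 0% = cells with DMSO and 100% = wells without cells with DMSO; values of inactives mirror those of a sister screen read the other way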
phage Ecoli inh = growth loss of phage-infected E. coli, primary screen, RecBCD inhibitor project, absorbance, with phage, HTS; inhibition, % at 11.9 µM; 360,000 tested, 0.26% active; in the data active = inhibition above about 11%
AddAB inh = growth inhibition of E. coli expressing H. pylori AddAB, primary screen, AddAB inhibitor project, absorbance. inhibition, % at 11.9 µM. 330,000 tested, 0.29% active; in the data active = inhibition above about 12%;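 also: 0% = vehicle wells of infected cells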
E coli growth = E. coli V3065 growth inhibition, primary screen, counter-screen for AddAB inhibitor project, absorbance, OD600 | 18 h | inhibition, % at 11.9 µM | 330,000 tested, 0.27% active;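 active = inhibition above the campaign's mean inhibition across all tested compounds plus 3 SD, cut at about 9.9% in these data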;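 also: uninfected addAB+ strain grown without phage in ampicillin broth; 0% = DMSO wells and 100% = ciprofloxacin 0.95 µg/ml wells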
Pemphigus Ab inh = inhibitors of pemphigus antibody binding to DSG3, primary screen, biochemical, bead-based, flow cytometry, scFv-GFP. DSG3-coupled beads, scFv-anti-DSG3-GFP binding; hits give low values. binding (percent of control), % at 10 µM. 310,000 tested, 0.48% active. AID 588358, 2011;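 active = binding more than 3 SD below its plate's average and above zero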;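 also: hits lower antibody fragment binding to DSG3; some compounds called inactive have numbers as strong as hits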
* = called active by the depositor; . = no result given.

1	CCCCN1C[C@H](Cc2ccccc2)[C@@H](CC(=O)NCc2ccc(OC)cc2)C1=O
2	CC(C)CN(C1CCS(=O)(=O)C1)S(=O)(=O)c1ccc2ccccc2c1 (stereo not drawn)
3	O=C(COC(=O)c1cccc(Cl)c1)Nc1cc(Cl)ccc1Oc1ccccc1
4	CCC(CC)NC(=O)CN1CCN(S(=O)(=O)c2cccs2)CC1
5	Clc1cccc(-c2ccc(C=Nc3ccc(N4CCOCC4)cc3)o2)c1
6	Cn1c(SCC(=O)c2ccccc2)ncc(C(=O)Nc2ccccc2)c1=O
7	CCOc1cc(C=C(C#N)C#N)ccc1Oc1ccc([N+](=O)[O-])cn1
8	CCc1ccc(/C=C2/SC(=S)N(CC(=O)Nc3nc4ccccc4s3)C2=O)cc1

assay / compound | 1 | 2 | 3 | 4 | 5 | 6 | 7 | 8
Tat transport | 4 | -4 | 21 | -10 | 2 | -1 | -7 | -4
OPRM1-OPRD1 ag | -2.4 | -1.0 | 2.0 | -1.1 | 1.6 | -1.4 | -0.5 | 0.2
Mot1-301 SUMO | 31 | -15 | -6 | . | 7 | -1 | . | -9
Pemphigus Ab inh | 103 | 96 | . | 98 | 118 | 96 | 111 | 102
PKA-R1A activ | -5 | 5 | -6 | -2 | -5 | -3 | -2 | -5
Arr AP2 block | -4 | -1 | 3 | 4 | 8 | -6 | -45 | -4
AddAB inh | 0.8 | -1.2 | 6.1 | . | 2.9 | -2.2 | 1.5 | -0.2
MOR-DOR inv ag | 11 | 6 | -10 | 7 | -9 | 9 | 2 | -1
E coli growth | -2.2 | -0.8 | 1.0 | . | 0.0 | -2.8 | 1.8 | 0.0
phage Ecoli inh | 1.1 | 5.4 | 1.5 | 2.1 | 3.9 | 6.0 | 1.5 | 0.7
PfHsp90 set2 | 4 | 25 | -12 | -28 | -23 | . | 4 | -3

Reprinted at random: two records from the list
4	CCC(CC)NC(=O)CN1CCN(S(=O)(=O)c2cccs2)CC1
2	CC(C)CN(C1CCS(=O)(=O)C1)S(=O)(=O)c1ccc2ccccc2c1 (stereo not drawn)

assay / compound | 4 | 2
Tat transport | -10 | -4
OPRM1-OPRD1 ag | -1.1 | -1.0
Mot1-301 SUMO | . | -15
Pemphigus Ab inh | 98 | 96
PKA-R1A activ | -2 | 5
Arr AP2 block | 4 | -1
AddAB inh | . | -1.2
MOR-DOR inv ag | 7 | 6
E coli growth | . | -0.8
phage Ecoli inh | 2.1 | 5.4
PfHsp90 set2 | -28 | 25

The list continues.
9	CC(C)OC(=O)CCC1(C(=O)O)CCC(=O)NC1 (stereo not drawn)
10	Cc1cn(S(=O)(=O)c2ccccc2[N+](=O)[O-])cn1
11	CN1CCN(c2nc3c(c(=O)[nH]c(=O)n3C)n2Cc2ccc([N+](=O)[O-])cc2)CC1
12	CCS(=O)(=O)c1ncc(Cl)c(C(=O)Nc2ccc(S(=O)(=O)N3CCCC(C)C3)cc2)n1 (stereo not drawn)
13	Cc1cccc(N(C)S(=O)(=O)c2ccc3c(c2)CCC(=O)N3)c1
14	Cc1cc(C)c2c(C)c(C(=O)NCc3ccncc3)oc2c1
15	COc1ccc(-n2ncc3c(N4CCC(C(N)=O)CC4)ncnc32)cc1
16	O=[N+]([O-])c1ccc(N2CCN(S(=O)(=O)c3ccc(Cl)cc3)CC2)cc1NCc1cccnc1
17	O=C(CNCC1CCCO1)Nc1ccc(N2CCCCCC2)cc1 (stereo not drawn)
18	COc1cc(/C=C2\CC/C(=C\c3ccc(OCCO)c(OC)c3)C2=O)ccc1OCCO

assay / compound | 9 | 10 | 11 | 12 | 13 | 14 | 15 | 16 | 17 | 18
Tat transport | -1 | -4 | 0 | 2 | 3 | -3 | 16 | -5 | 2 | -4
OPRM1-OPRD1 ag | 0.3 | -2.6 | -4.4 | -1.1 | -0.9 | -3.0 | 0.7 | 0.2 | -0.2 | 1.4
Mot1-301 SUMO | 10 | 221 | 22 | -3 | 146 | 9 | -10 | . | 9 | -13
Pemphigus Ab inh | 102 | 100 | 99 | 215 | 106 | 96 | 107 | 73 | 99 | 106
PKA-R1A activ | 1 | 0 | 6 | 4 | -2 | -11 | -8 | -6 | 4 | 8
Arr AP2 block | 7 | 39 | 13 | 10 | 0 | 2 | -1 | 1 | 8 | 15
AddAB inh | -5.8 | 1.4 | -0.2 | -1.3 | 1.3 | 3.1 | 2.1 | 0.9 | -0.6 | 1.0
MOR-DOR inv ag | -2 | 13 | 21 | 6 | 5 | 15 | -3 | -1 | 1 | -10
E coli growth | -3.7 | -0.7 | 2.0 | 0.1 | 0.1 | -2.6 | 3.2 | -1.0 | -1.8 | -2.1
phage Ecoli inh | 2.3 | 6.2 | 2.1 | 0.3 | -0.4 | 2.7 | 3.3 | 2.1 | -0.2 | 3.0
PfHsp90 set2 | -10 | -28 | -6 | -40 | -8 | 15 | 11 | 1 | 6 | -17

Arranged by the number under PKA-R1A activ (smallest number first): some entries from above
| cpd | compound | Tat transport | OPRM1-OPRD1 ag | Mot1-301 SUMO | Pemphigus Ab inh | PKA-R1A activ | Arr AP2 block | MOR-DOR inv ag | phage Ecoli inh |
| --- | --- | --- | --- | --- | --- | --- | --- | --- | --- |
| 16 | O=[N+]([O-])c1ccc(N2CCN(S(=O)(=O)c3ccc(Cl)cc3)CC2)cc1NCc1cccnc1 | -5 | 0.2 | . | 73 | -6 | 1 | -1 | 2.1 |
| 12 | CCS(=O)(=O)c1ncc(Cl)c(C(=O)Nc2ccc(S(=O)(=O)N3CCCC(C)C3)cc2)n1 (stereo not drawn) | 2 | -1.1 | -3 | 215 | 4 | 10 | 6 | 0.3 |
| 11 | CN1CCN(c2nc3c(c(=O)[nH]c(=O)n3C)n2Cc2ccc([N+](=O)[O-])cc2)CC1 | 0 | -4.4 | 22 | 99 | 6 | 13 | 21 | 2.1 |
